High-throughput results: PubChem BioAssay, several laboratories
Peg3 promoter: Peg3 promoter-driven luciferase inhibitors, primary screen, cell-based, HeLa, luciferase luminescence; inhibition, % at 20 µM; 360,000 compounds, 1.7% hits; HeLa PEG-Prom luciferase reporter, overnight;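 active means inhibition of at least 50% at 20 µM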
PDI turbidity: inhibitors of human PDI, primary screen, biochemical, turbidity, single point, plate reader; Protein disulfide-isomerase (Homo sapiens), P07237; PDI insulin aggregation turbidity, A650, 90 min; inhibition, % at 10 µM; 350,000 compounds, 0.052% hits;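 active means mean inhibition across replicates of 30% or more, whatever share of single replicates reach that level; inconclusive means mean inhibition below 30% while every single replicate reaches 30%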;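 further: absorbance from insulin aggregation driven by PDI reduction with DTT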
Target sequence (P07237 whole entry, looked up): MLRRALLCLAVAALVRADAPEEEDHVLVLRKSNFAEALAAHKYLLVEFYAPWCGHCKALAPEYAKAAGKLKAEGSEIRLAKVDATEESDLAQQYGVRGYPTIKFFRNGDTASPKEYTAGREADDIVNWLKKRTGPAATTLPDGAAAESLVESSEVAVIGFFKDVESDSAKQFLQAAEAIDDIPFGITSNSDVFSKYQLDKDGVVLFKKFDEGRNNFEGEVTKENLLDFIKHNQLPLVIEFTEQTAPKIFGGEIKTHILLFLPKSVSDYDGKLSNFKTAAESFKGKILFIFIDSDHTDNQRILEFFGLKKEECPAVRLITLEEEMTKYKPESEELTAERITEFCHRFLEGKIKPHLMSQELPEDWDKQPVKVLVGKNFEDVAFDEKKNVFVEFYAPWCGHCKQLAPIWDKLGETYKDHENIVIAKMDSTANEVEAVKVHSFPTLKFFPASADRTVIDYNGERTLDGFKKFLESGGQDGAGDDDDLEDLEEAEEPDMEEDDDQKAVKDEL
CaV13 FRET inh: Primary screen for inhibitors of IQ motif and Ca2+-dependent inactivation inhibitor domain binding in CACNA1D, Förster resonance energy transfer in living cells, …; HEK cells, CFP/YFP FRET ICDI-IQ, plate reader, 10 min; percent FRET-ratio fall versus neutral wells; inhibition, % at 12.3 µM; 340,000 compounds, 0.098% hits; AID 743397;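 active means mean replicate inhibition of at least 30% and at least 1% of replicates passing that level; inconclusive means only one of the two criteria is met; inactive means neither criterion is met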;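 further: 0% = median of the neutral control wells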
m5-HT2A agonist: mouse Htr2a agonists via beta-arrestin recruitment, primary screen, cell-based, luminescence. 5-hydroxytryptamine receptor 2A (Mus musculus), P35363. activation, % at 7.6 µM. AID 624169, 2012. 360,000 compounds, 0.66% hits. CHO-K1 mHTR2A beta-arrestin complementation; percent of 30 µM serotonin response;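 active means activation above a run cutoff, the mean activation of all tested compounds plus 3 SD, cut at about 14% in these data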;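 further: 0% = plate median of compound wells and 100% = 30 µM serotonin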
Target sequence (P35363 whole entry, looked up): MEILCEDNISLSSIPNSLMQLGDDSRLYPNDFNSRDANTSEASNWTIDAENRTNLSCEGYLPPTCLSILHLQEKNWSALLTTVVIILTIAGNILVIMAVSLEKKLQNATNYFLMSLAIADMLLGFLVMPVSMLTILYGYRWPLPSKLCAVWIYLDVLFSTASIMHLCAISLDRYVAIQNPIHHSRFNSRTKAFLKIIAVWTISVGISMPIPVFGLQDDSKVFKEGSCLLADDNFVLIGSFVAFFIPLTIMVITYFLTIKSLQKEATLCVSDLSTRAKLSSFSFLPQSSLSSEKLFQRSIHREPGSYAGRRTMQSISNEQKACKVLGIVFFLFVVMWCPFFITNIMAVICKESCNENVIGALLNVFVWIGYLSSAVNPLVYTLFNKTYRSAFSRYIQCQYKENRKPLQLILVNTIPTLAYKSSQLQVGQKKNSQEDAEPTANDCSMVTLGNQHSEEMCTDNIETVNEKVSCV
Shn3 inh set2: reduction of Shn3 3'UTR firefly luciferase signal, primary screen, Schnurri-3 inhibitor project, cell-based, Clone20 osteoblasts, set 2; 360,000 compounds, 0.52% hits; inhibition, % at 12.5 µM; AID 588674, 2011; Clone20 osteoblast Shn3 3'UTR firefly luciferase, 24 h;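 active means mean inhibition of at least 75% with every replicate also reaching 75%; inconclusive means mean inhibition at least 75% but some replicate below; inactive means mean inhibition below 75%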;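 further: 0% = median of neutral control wells and 100% = pilot-screen positive control compound; some compounds past the cut are filed as inactive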
iPSC survival up: enhancers of single-cell hiPSC survival, primary screen, ATPlite luminescence | 100% = ROCK inhibitor wells, 0% = DMSO | survival enhancement, % at 20 µM | 360,000 compounds, 0.044% hits; in the data active means survival enhancement above about 18%;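 further: cells exposed to compounds for 16 hours before the ATP read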
NR2E3 ag-1: inhibitors of NR2E3-RetCOR corepressor binding, primary screen, NR2E3 agonist project, biochemical, TR-FRET, GST-NR2E3, biotin-RetCOR; 1536-well; 320,000 compounds, 0.12% hits; inhibition of corepressor binding, % at 4.78 µM; AID 2300, 2010;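 active means percent inhibition above the cutoff of mean plus 3 SD of all tested compounds, set per screening campaign, cut at about 20% in these data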;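 further: 0% = DMSO wells and 100% = biotin wells as full block of FRET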
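System: GST-tagged NR2E3 plus biotinylated RetCOR corepressor; Buffer or medium: pH 7.5 Tris-based buffer; Probe or stimulus: RetCOR corepressor, biotinylated, 7 nM; Doses: compound at 4.8 µM, single dose; Schedule: 5 h incubation at 4 °C; Technique: time-resolved FRET; Evaluation: percent inhibition of TR-FRET ratio; Replication: one well per compound, singlicate testing.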
Cardio protect: cardioprotection against H2O2-induced cell death, primary screen, uHTS, H9c2 cells, ATPLite luminescence. H9c2 cardiomyocytes, H2O2 injury protection, 2 h. protection from H2O2 cell death, % at 20 µM. 360,000 compounds, 0.63% hits;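 active means compounds giving at least 50% protection of heart cells from peroxide-induced death in the single-dose screen, raw or plate-pattern-corrected value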;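 further: 0% = DMSO wells with peroxide and 100% = DMSO wells without peroxide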
HIF-2a inh: HIF-2a reporter inhibitors, primary screen, luminescence, 786-0 RCC cells; 786-0 RCC cells HIF-2a reporter, luciferase luminescence, overnight; 360,000 compounds, 0.72% hits; inhibition, % at 18.8 µM;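 active means inhibition of the luminescence signal of 40% or more relative to plate controls, in a single-dose primary screen at 18.75 µM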
NR2E3 ag-2: NR2E3 agonists in two-hybrid cells, primary screen, cell-based, luminescence, CHO-S, Gal4-NCOR/VP16-NR2E3. AID 602229, 2012. inhibition of corepressor binding, % at 3.98 µM. luciferase. 360,000 compounds, 0.35% hits. Photoreceptor-specific nuclear receptor (Homo sapiens), Q9Y5X4;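 active means inhibition above the mean of all tested compounds plus 3 SD, cut at about 70% in these data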;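 further: 0% = DMSO with NR2E3 transfected cells and 100% = cells lacking NR2E3 construct; higher means lower luciferase signal from less NR2E3 corepressor binding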
MITF TRPM1 inh: inhibitors of MITF-dependent TRPM1 promoter reporter, primary screen, cell-based, SK-MEL-5, single point, luciferase. SK-MEL-5 TRPM1 promoter luciferase, 24 h. inhibition, % at 12.5 µM. 330,000 compounds, 0.83% hits;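 active means mean inhibition across replicates of 60% or more, whatever share of single replicates reaches that level; inconclusive means some that reach 60%, reason not given; inactive means mean inhibition across replicates below 60%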; further: values of inactives mirror those of a sister screen read the other way
* hit, by the source's call; ? = inconclusive; · = no result given.

SMILES	Peg3 promoter	PDI turbidity	CaV13 FRET inh	m5-HT2A agonist	Shn3 inh set2	iPSC survival up	NR2E3 ag-1	Cardio protect	HIF-2a inh	NR2E3 ag-2	MITF TRPM1 inh
CCN(CC)C(=O)N1CCN(S(=O)(=O)c2ccc(C)cc2)CC1	7	-1	-5	8	15	4.5	0	-5	23	-22	-11
O=C1c2c(Br)c(Br)c(Br)c(Br)c2C(=O)N1c1ccccn1	52*	-2	-7	5	-3	-0.3	3	-20	40	-39	28
CN(c1ccccc1)S(=O)(=O)c1cccc(C(=O)NCC(c2cccs2)N2CCOCC2)c1 (stereo not drawn)	4	-2	-7	-2	18	3.0	·	6	7	-14	·
CCOCCCNC(=O)CN1CCN(Cc2ccccc2C)C1=O	20	-1	-5	3	-15	0.6	0	2	3	-12	2
O=C(CN1CCN(c2ccc(O)cc2)CC1)NC(=O)NCc1ccco1	-4	0	-3	0	5	-2.2	1	0	12	1	15
CCCn1c(=O)c(C(=O)NCc2ccccn2)c(O)c2ccccc21	-5	-2	1	4	0	0.2	-1	8	23	-24	-1
NC(=O)C1(N2CCCCC2)CCN(Cc2nc(-c3cccs3)no2)CC1	14	11	-5	1	·	0.2	2	4	12	12	-4
COC(=O)C1=C(O)/C(=C\c2sccc2C)N=C1C	3	-4	-5	6	1	-0.3	-7	6	0	6	-3
CCCc1ccccc1OCCNS(=O)(=O)c1cc2c(cc1C)OCC(=O)N2	23	1	-3	6	43	-0.1	0	-5	19	29	-1
O=[N+]([O-])c1ccc(Cl)c(/C=N/N2CCN(c3ccccc3)CC2)c1	22	17	-9	-2	-31	3.4	2	0	6	-18	16
Cc1cc(C(F)F)n2ncc(C(=O)NCc3ccccc3F)c2n1	15	3	-5	-3	14	1.7	-1	4	10	3	5
COc1ccccc1NC(=O)Oc1cccc(OC(=O)c2ccccc2)c1	-40	3	-16	-4	19	0.9	0	-1	-6	-9	-20
COc1ccc(-n2ccnc2SCC(=O)NC2CCCC2)cc1	-9	-3	-3	2	-23	-0.1	5	9	10	-31	19
COCCNC(=O)C(c1ccc(O)cc1)N(C(=O)CCC(=O)Nc1nccs1)c1cccc(C)c1 (stereo not drawn)	-1	5	-3	1	-7	-0.8	4	2	15	-34	-16
Cc1ccc(/C=N/NC(=O)c2nnn(-c3nonc3N)c2CN(C)c2ccccc2)s1	12	-2	-2	4	11	-0.5	1	0	4	-21	-11

Full records as entered above. Order of values: Peg3 promoter, PDI turbidity, CaV13 FRET inh, m5-HT2A agonist, Shn3 inh set2, iPSC survival up, NR2E3 ag-1, Cardio protect, HIF-2a inh, NR2E3 ag-2, MITF TRPM1 inh
Cc1ccc(/C=N/NC(=O)c2nnn(-c3nonc3N)c2CN(C)c2ccccc2)s1 across the screens: 12, -2, -2, 4, 11, -0.5, 1, 0, 4, -21, -11
COc1ccccc1NC(=O)Oc1cccc(OC(=O)c2ccccc2)c1 across the screens: -40, 3, -16, -4, 19, 0.9, 0, -1, -6, -9, -20

More structures
SMILES	Peg3 promoter	PDI turbidity	CaV13 FRET inh	m5-HT2A agonist	Shn3 inh set2	iPSC survival up	NR2E3 ag-1	Cardio protect	HIF-2a inh	NR2E3 ag-2	MITF TRPM1 inh
CCC(C)(C)NC(=O)CN(C(=O)CCC(=O)Nc1cc(C)ccn1)c1ccc2c(c1)OCO2	5	-5	·	-3	-2	-0.8	5	4	5	-15	-13
Cc1ccccc1CSc1nn2c(=O)c(C)nnc2s1	4	0	-7	1	-4	-0.2	-4	7	8	10	-10
Cc1ccc(CC(=O)Nc2cc([N+](=O)[O-])ccc2F)cc1	13	3	-2	-1	2	-1.7	3	-10	9	-19	0
Cc1cc(NS(=O)(=O)c2ccc(NC(=O)CN3C(=O)c4ccccc4C3=O)cc2)nc(C)n1	4	-2	-5	3	8	-0.9	-3	6	9	-1	1
O=C(O)c1ccn[nH]1	-7	·	·	2	-10	-0.6	-3	-2	15	-4	·
CCOC(=O)c1ccc2[nH]c(C)c(CN3CCN(C)CC3)c(=O)c2c1	21	-8	·	-5	-14	5.6	·	4	8	4	-3
Cc1cccc(CCNC(=O)C2CCN(S(=O)(=O)c3c(C)noc3C)CC2)c1	9	8	-5	1	-19	-1.4	4	2	2	-28	10
CCOC(=O)N1CCC2CC1c1cc(-c3cccc(OC)c3)ccc12 (stereo not drawn)	2	-8	-6	-7	11	0.4	·	-10	-14	-31	-13
Cc1cccc(/C(N)=N/OC(=O)N2c3ccccc3Sc3ccccc32)c1	16	0	-2	-3	14	-3.5	3	7	6	-13	7
Cc1ccc(C(=O)NCCc2ccccc2)cc1S(=O)(=O)N1CCOCC1	-126	17	-5	-11	-56	0.1	0	-2	-200	-49	-67
CCC(C)(C)C1CCC2(CC1)NC(=O)N(CC(=O)N1CCN(S(=O)(=O)c3cc(C)ccc3C)CC1)C2=O (stereo not drawn)	1	7	-2	-9	12	0.6	2	4	-1	2	31
Cc1ccc2nc(SCC(=O)N3CCCCC3)nc(=O)n2c1	-10	3	-5	0	-4	0.6	0	3	-9	-24	0
COc1cc(O)c(C(CC(=O)N2CCOCC2)c2ccc(N(C)C)cc2)c(OC)c1 (stereo not drawn)	2	-2	-9	-6	10	2.2	2	-6	-2	-5	6
O=C(c1ccccc1)C1(c2ccccc2)OC1c1ccccc1 (stereo not drawn)	23	3	-5	-3	-12	-2.8	·	0	15	-6	1
CCOC(=O)Cc1ccc(Nc2nc(NCc3ccccc3)nc3ccsc23)cc1	31	1	-5	-6	67	2.1	·	-17	17	9	·
Cc1ccc(-c2ccc(/C=N/N=C3/NC(=O)C(CC(=O)O)S3)o2)c([N+](=O)[O-])c1 (stereo not drawn)	4	1	-4	0	-10	0.7	3	-1	5	-7	10
COC(=O)c1sccc1NC(=O)NC1CCCCC1	-45	8	-7	4	·	-0.4	-2	-3	-113	-1	-47
Cc1nc2cc(Cl)c(Cl)cc2n1CCCO	3	-2	-4	-1	-25	-0.7	1	-1	13	-10	·
CC(=O)N(Cc1ccc2c(c1)OCO2)C1CC(=O)N(CCc2ccccc2)C1=O (stereo not drawn)	11	7	·	8	1	-1.2	-5	9	19	-18	-2
CCC/C=C/c1ccc(CN2C(C)C(=O)N(Cc3cn(CCOCOC)nn3)CCS2(=O)=O)cc1 (stereo not drawn)	7	0	-5	-5	-3	2.3	·	6	14	-18	·
COc1cc(/C=N/Nc2nn3cnnc3c3ccccc23)cc(OC)c1OC	-117	-4	-5	6	-22	-2.8	5	-22	-143	-29	-18
CCc1ccc(-c2ccc(C(=O)O)cc2)nc1	-128	-3	-3	2	-43	0.5	-4	7	-165	-87	-29
COCC(C)NC(=O)c1cc(-c2ccc(OC)c(OC)c2)on1 (stereo not drawn)	10	-15	-8	3	10	2.0	0	8	-28	4	-19
CSC1=NC(NCCCO)c2c(sc3c2CC(C)(C)OC3)N1 (stereo not drawn)	16	2	-3	1	17	4.0	2	21	19	8	-4
Cc1nnc(NC(=O)c2ccncc2)s1	15	-5	·	-3	-4	-0.4	-2	11	8	-9	-2
CN1CCN(c2ccc(Nc3ccnc4cc(Cl)ccc34)cc2)CC1	61*	-6	0	-1	21	-1.1	7	-4	1	-3	22
CCCCNc1c(-c2cccc(OC)c2)nc2nc(C)cc(C)n12	·	·	-8	1	·	0.2	·	·	-13	-1	·
CCOc1ccccc1-n1c(N)c(C(N)=O)sc1=S	3	-3	-3	4	8	3.3	0	6	1	-8	4
O=C(Cc1ccc(Cl)cc1)NCc1ccccc1Cl	-81	2	-5	-1	-47	0.0	1	-1	-117	-54	-26
COc1cc2c(cc1OC)C1C(C(=O)Nc3ccccc3N3CCN(C)CC3)c3ccccc3C(=O)N1CC2 (stereo not drawn)	-35	?	5	3	-112	0.0	-1	-1	-24	6	1
CC1CCC(NC(=O)C2CCC(CNS(=O)(=O)c3ccc4c(c3)C(C)(C)C(=O)N4C)CC2)CC1 (stereo not drawn)	-7	-2	-6	4	27	4.0	·	-4	1	-16	·
CC1CCCCC1NC(=O)CN1CCN(S(=O)(=O)c2ccc(Br)s2)CC1 (stereo not drawn)	21	-2	-5	7	3	2.8	-2	-4	-1	10	-1
Cc1cccc(NC(=O)c2ccc3nsnc3c2)c1C	-33	0	-5	-4	-13	0.5	2	0	-62	-8	-2
O=C(NNc1nc(Nc2ccccc2)nc(N2CCOCC2)n1)Nc1ccc(Cl)cc1	19	1	16	-1	18	-3.0	3	6	19	22	-11
CC1CCCC(C)N1C(=O)COC(=O)c1ccc([N+](=O)[O-])o1 (stereo not drawn)	4	-5	-5	-1	1	0.8	·	11	-11	4	12
N#CCCn1cc(CNC2CCC(O)CC2)c2ccccc21 (stereo not drawn)	-2	9	-2	9	-10	0.2	0	-3	8	-1	5
COc1ccc(C(=O)NCCCN(C)CCCNC(=O)c2ccc(OC)cc2)cc1	5	0	-12	3	0	0.1	-2	-1	6	3	-2
C=CCn1c(O)c2ccc(C(=O)N=NC(=O)c3ccc(F)cc3)cc2c1O	19	0	-6	-4	-5	0.5	4	11	18	-10	-17
COc1ccc(-c2ccc3c(c2)S(=O)(=O)c2cccc(C(=O)NC4CC4)c2C3=O)cc1OC	5	-3	-6	-1	-8	-1.3	2	-3	2	4	-3
C=CC[C@@H](CC(=O)NCCO)C(=O)N[C@@H](C)COC(=O)[C@@H](CC=C)Cc1ccc(F)cc1	1	-1	-10	7	24	-2.7	·	0	6	-3	5
Cc1cccc(C)c1NC(=O)COC(=O)C1C2CC3OC(=O)C1C3C2 (stereo not drawn)	18	4	-3	10	2	-0.2	1	4	0	4	1
CCC(CO)Oc1cc(NCc2cccc(Cl)c2)c2ncn(C(C)C)c2c1 (stereo not drawn)	24	8	·	-2	18	-1.6	·	-10	9	26	24
Cc1ccc(F)c(NC(=S)Nc2cccc3ccccc23)c1	-86	-5	-7	-1	-1	0.1	-3	-6	-162	-2	-8
CN(CC(=O)Nc1ccc(N2CCOCC2)cc1)C(=O)CC(c1ccccc1)c1ccccc1	8	-2	-7	-4	6	-0.4	1	-4	20	-7	1
C=CCn1c(SCC(=O)NCc2ccco2)nnc1-c1ccc2ccccc2n1	15	20	-8	-2	26	0.1	-2	3	-5	-22	-3
